# Compound activity from PubChem BioAssay.
# EBI2 antag: EBI2 receptor antagonists, beta-arrestin recruitment, primary screen, cell-based, luminescence, 7a,25-OHC stimulation, uHTS | inhibition, % at 5 µM | 0.81% of 360,000 active | G-protein coupled receptor 183 (Homo sapiens), P32249 | 7a,25-OHC stimulated; in the data active = inhibition above about 38%;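 note: enzyme fragment complementation signal reports receptor beta-arrestin coupling in cells; 0% = agonist plus DMSO wells and 100% = wells without agonist; some results beyond the cut were filed as inactive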
# Target sequence (P32249 whole entry, looked up, the tested form may be a part): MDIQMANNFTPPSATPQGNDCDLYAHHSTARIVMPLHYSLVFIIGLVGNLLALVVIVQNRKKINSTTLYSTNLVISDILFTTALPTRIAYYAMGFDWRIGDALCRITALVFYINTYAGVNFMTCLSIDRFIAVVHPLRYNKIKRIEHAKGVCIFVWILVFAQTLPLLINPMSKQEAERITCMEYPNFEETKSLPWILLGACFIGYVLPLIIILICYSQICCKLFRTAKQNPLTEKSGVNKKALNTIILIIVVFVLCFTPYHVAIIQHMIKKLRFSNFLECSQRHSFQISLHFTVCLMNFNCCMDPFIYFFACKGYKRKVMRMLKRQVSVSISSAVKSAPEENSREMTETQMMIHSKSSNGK
# APJ ag: agonists of human apelin receptor APJ, primary screen, CHO-K1 cells, PathHunter beta-arrestin, luminescence. 0% DMSO wells, 100% apelin. AID 2520, 2010. P35414. 0.11% of 330,000 active. activation, % at 20 µM;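 active = activation more than six SD over the plate average, tested at 20 µM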;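 note: 0% = DMSO alone and 100% = apelin-13 at 10 nM; some results filed as inactive read as strong as hits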
# Target sequence (P35414 whole entry, looked up): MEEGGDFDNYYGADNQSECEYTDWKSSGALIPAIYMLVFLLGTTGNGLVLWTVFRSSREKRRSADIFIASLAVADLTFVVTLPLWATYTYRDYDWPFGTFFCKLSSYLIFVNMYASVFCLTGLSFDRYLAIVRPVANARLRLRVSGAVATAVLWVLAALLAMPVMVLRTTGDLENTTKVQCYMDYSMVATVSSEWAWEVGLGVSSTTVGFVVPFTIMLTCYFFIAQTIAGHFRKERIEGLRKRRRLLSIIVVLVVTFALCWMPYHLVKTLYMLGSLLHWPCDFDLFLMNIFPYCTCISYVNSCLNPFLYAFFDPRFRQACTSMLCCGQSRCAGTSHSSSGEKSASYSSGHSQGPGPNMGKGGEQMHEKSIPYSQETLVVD
#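 Test system – PathHunter CHO-K1 APJ (AGTRL-1) beta-arrestin reporter cells · Input – 1000 cells/well · Compound – single test compound dose, 20 µM final, 1% DMSO · Times – compound stimulation 90 min at 25 °C, detection 60 min · Technique – beta-gal luminescence · Read-out basis – APJ–arrestin association signal · Control set – negative DMSO alone, positive Apelin-13 at 10 nM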
# CCR6 antagonist: CCR6 receptor antagonists, primary screen, cell-based, CHO-K1, luminescence, beta-arrestin, uHTS; C-C chemokine receptor type 6 (Homo sapiens), P51684; AID 493098, 2011; 0.49% of 340,000 active; CHO-K1 CCR6 PathHunter beta-arrestin, CCL20-stimulated; inhibition, % at 20 µM;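 active = compounds whose inhibition of the agonist-driven luminescence signal at 20 µM reaches about 50%, limit read from the data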;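 note: cells stimulated with CCL20 at 14 nM final; plate controls were DMSO with CCL20 for no effect and DMSO without agonist for full effect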
# ATG4B inhibitor: ATG4B protease inhibitors, primary screen, biochemical, fluorescence, uHTS. Cysteine protease ATG4B (Homo sapiens), Q9Y4P1. ATG4B cleavage of LC3-PLA2, NBD-HPC fluorescence, 1 h. inhibition, % at 8.33 µM. 0.51% of 340,000 active. AID 504462, 2011; in the data active = inhibition above about 40%
# CXCR6 block: CXCR6 receptor inhibitors, primary screen, cell-based, beta-arrestin, luminescence, CHO-K1 PathHunter, 1536-well; C-X-C chemokine receptor type 6 (Homo sapiens), O00574; inhibition, % at 20 µM; 0.36% of 360,000 active; in the data active = inhibition above about 34%, passing the limit was not always enough;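 note: antagonist mode with CXCL16 agonist at 10 nM final; 0% = 10 nM CXCL16 with DMSO and 100% = unstimulated wells without agonist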
# APJ antagonist: antagonists of human apelin receptor APJ, primary screen, CHO-K1 cells, beta-arrestin complementation, luminescence; 0.32% of 330,000 active; AID 2521, 2010; inhibition, % at 20 µM; P35414;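 active = inhibition above about 40% at 20 µM, limit read from the data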;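 note: cells challenged with 10 nM apelin-13 agonist together with compound; plate controls were apelin-13 plus DMSO wells for no effect and DMSO wells lacking apelin-13 for full effect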
# UBC13 polyUb: UBC13 polyubiquitin chain formation inhibitors, primary screen, biochemical, TR-FRET, uHTS. 0.47% of 330,000 active. inhibition, % at 20 µM; in the data active = inhibition above about 45%, passing the limit was not always enough
# Target sequence (P61088 whole entry, looked up): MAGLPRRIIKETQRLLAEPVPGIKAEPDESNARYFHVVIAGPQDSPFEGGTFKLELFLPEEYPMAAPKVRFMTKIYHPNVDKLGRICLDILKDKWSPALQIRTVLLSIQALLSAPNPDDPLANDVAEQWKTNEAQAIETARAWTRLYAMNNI
# Gli-Sufu block: Gli-Sufu pathway antagonists, primary screen, luciferase luminescence, Sufu-KO-LIGHT cells, uHTS | Sufu-KO-LIGHT fibroblasts, Gli luciferase reporter luminescence | inhibition, % at 5 µM | 0.74% of 340,000 active;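 active = inhibition above about 55%, limit read from the data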;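 note: 0% = DMSO-treated cells and 100% = wells with medium but no cells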
# * hit, by the source's call; nt = not tested or not shown. Not a hit list (roughly 3% active in at least one column).
compound	CXCR6 block	Gli-Sufu block	UBC13 polyUb	EBI2 antag	APJ antagonist	CCR6 antagonist	ATG4B inhibitor	APJ ag
C[C@H](NC(=O)c1nc[nH]c1C(=O)NCc1ccc(CNC(=O)OC(C)(C)C)cc1)c1ccccc1	-2	9	-26	-8	15	-1	-9	-2
Cc1ccc(/C=C/c2nnc(-c3ccccc3)o2)cc1	6	-46	-1	6	0	-18	-23	2
Cc1cccc(OCC(=O)NC(=S)Nc2ccccc2N2CCOCC2)c1C	11	2	-4	26	8	20	1	26
Cc1ccc(C#CC[N+]2(C)CCCCC2)cc1	3	16	-4	0	-2	1	-3	0
CCCCCCCN1C(Nc2ccccc2)=NC[C@@H]1Cc1ccccc1	-3	7	36	4	6	20	-8	-9
Cn1cnnc1SCC(=O)Nc1ccc2ccccc2c1	1	-4	7	-9	14	-9	-8	-3
CC(Cl)C(=O)NC(=O)NC12CC3CC(CC(C3)C1)C2 (centres undefined)	-11	-4	9	-1	3	-3	3	-1
CCC(C)n1c(SC(C)C#N)nc2ccccc2c1=O (centres undefined)	11	19	7	3	-5	11	29	2
CCOc1cc(C2CC(=O)NC3=C2C(=O)C(C(=O)OC)C(C)C3)cc(Cl)c1O (centres undefined)	-5	-5	3	-22	8	18	2	-2
CCOc1ccc(-c2nc(N)nc(C)c2-c2ccc(Cl)cc2)c(O)c1	-6	5	2	55*	-6	-3	-2	-2
CCC1=C(OC(=O)N(CC)CC)N2C(=O)OC(=NCCc3c[nH]c4ccccc34)[C@]2(Cc2ccccc2)[C@H]2C1=CC[C@H]1C(=O)N(C)C(=O)[C@H]12	5	5	-31	-6	-82	-1	5	5
COc1ccc(CNc2nc(C)cc(C)c2C#N)cc1	-5	19	8	5	24	27	0	-1
COc1cc(NS(=O)(=O)c2ccc(NC(=S)NC(=O)/C=C/c3ccc(OC)c(OC)c3)cc2)ncn1	0	11	-6	12	17	18	-7	-2
Cc1ccccc1-n1nc2c(c1NC(=O)COc1ccc(Cl)cc1)CS(=O)C2 (centres undefined)	8	1	-1	0	7	0	-4	-2
Cc1cccn2c(CNCCc3ccccn3)c(C(=O)N3CCOCC3)nc12	-3	-1	-4	-8	-28	-2	0	5
O=C(CC1C(=O)NCCN1Cc1ccc(F)cc1)NCCN1CCCc2ccccc21 (centres undefined)	3	1	10	-5	4	2	-11	-3
COc1cccc(NC(=O)COc2coc(CN3CCc4ccccc4C3)cc2=O)c1	4	-4	0	-5	-1	3	0	1
Cc1ccc(NS(=O)(=O)c2ccc(NC(=O)c3ccccc3C(=O)O)cc2)cc1C	-1	-3	2	-4	-7	0	-10	-4
COCCn1c(=S)[nH]c2cc(C(=O)N(CCO)Cc3ccccc3)ccc2c1=O	10	-12	1	6	4	18	0	-5
COc1ccc(NC(=O)Nc2cccc3c2O[C@H](CN(C)C(=O)Nc2ccccc2)[C@@H](C)CN([C@H](C)CO)C3=O)cc1	6	-18	-3	-17	2	11	-17	0
COc1ccc(C2(c3ccc(OC)cc3)NC(=O)N(CC(=O)N3CCOCC3)C2=O)cc1	-3	-4	5	-3	-3	1	1	-8
CCOc1ccc(NC(=O)C2CCCN(S(=O)(=O)c3ccc4[nH]c(=O)ccc4c3)C2)cc1 (centres undefined)	4	-7	-8	-1	10	6	-5	-3
Cc1cc(C(=O)CN2C(=O)NC(CC(C)C)C2=O)c(C)n1C1CC1 (centres undefined)	-1	-26	-6	5	7	12	0	-1
CCCCn1nc2cc(C(=O)NCc3ccc(OC)cc3)ccc2c1OCC	-6	-10	22	16	18	9	3	3
CN(c1ccccc1)S(=O)(=O)c1nnc(NC(=O)COc2ccccc2)s1	1	-42	-5	-10	3	19	12	-2
Cn1nc([N+](=O)[O-])nc1N1CCN(c2ccc(F)cc2)CC1	2	2	2	0	17	-20	-3	-1
CC(=O)c1ccc(NC(=O)Nc2cccnc2)cc1	-1	-25	7	6	-33	-2	0	6
O=C(Nc1cccnc1Cl)c1cccnc1Cl	5	-1	-5	-6	-11	-14	1	1
O=C(CSc1nc(N2CCOCC2)nc(N2CCOCC2)n1)Nc1cccc(C(F)(F)F)c1	1	5	-1	16	14	3	-5	-6
O=C(OCC(=O)c1c[nH]c2ccccc12)c1ccc(Br)o1	0	-7	14	-11	-17	-5	8	0

# 4 compounds out of the list above, arranged by their value in APJ antagonist, highest first:
compound	APJ antagonist
CN(c1ccccc1)S(=O)(=O)c1nnc(NC(=O)COc2ccccc2)s1	3
COc1ccc(NC(=O)Nc2cccc3c2O[C@H](CN(C)C(=O)Nc2ccccc2)[C@@H](C)CN([C@H](C)CO)C3=O)cc1	2
COc1cccc(NC(=O)COc2coc(CN3CCc4ccccc4C3)cc2=O)c1	-1
CC(=O)c1ccc(NC(=O)Nc2cccnc2)cc1	-33

# Ordered by formula weight (rising): three of the compounds above.
compound	CXCR6 block	Gli-Sufu block	UBC13 polyUb	EBI2 antag	APJ antagonist	CCR6 antagonist	ATG4B inhibitor	APJ ag
CC(Cl)C(=O)NC(=O)NC12CC3CC(CC(C3)C1)C2 (centres undefined)	-11	-4	9	-1	3	-3	3	-1
Cn1nc([N+](=O)[O-])nc1N1CCN(c2ccc(F)cc2)CC1	2	2	2	0	17	-20	-3	-1
CCCCn1nc2cc(C(=O)NCc3ccc(OC)cc3)ccc2c1OCC	-6	-10	22	16	18	9	3	3

# Carrying on.
compound	CXCR6 block	Gli-Sufu block	UBC13 polyUb	EBI2 antag	APJ antagonist	CCR6 antagonist	ATG4B inhibitor	APJ ag
C=CCOC(=O)C1=C(C)NC(C)=C(C(=O)OCC=C)C1c1cn(-c2ccccc2)nc1-c1ccco1	4	17	12	-2	-2	-4	-11	0
Cc1cc(=O)oc2cc(OCC(=O)Nc3ccc(S(=O)(=O)N(C)C)cc3)ccc12	5	-5	8	4	3	4	-2	0
O=C(Cc1cccs1)NCc1ccccc1F	4	-20	11	-11	-12	-15	-6	-2
Fc1ccc(-c2nnc(-c3ccc(Cl)cc3)o2)cc1	1	-57	-15	4	28	-8	4	0
CCOC(=O)c1sc(=NC(=O)c2ccc(Br)cc2)n(C)c1C	-9	5	19	-4	9	3	3	-3
Cc1ccc(CCNC(=O)C2CCN(S(=O)(=O)N3CCOCC3)CC2)cc1	-6	0	20	8	17	13	-3	-3
OCC1CCCCN1C(=S)Nc1cccc(Cl)c1 (centres undefined)	-4	-26	-9	-8	15	-15	3	-2
O=C(O)CC(C(=O)Nc1ccc(Cl)c(Cl)c1)C1CCCO1 (centres undefined)	-6	-1	2	-9	1	-4	-5	-3
COC(=O)/C(C#N)=C/c1ccc(OC(=O)c2ccccn2)cc1	2	-10	3	0	6	17	-17	-4
CCN(C(=O)CSc1ncnc2sc(C)c(C)c12)C1CCS(=O)(=O)C1 (centres undefined)	-2	7	3	-11	-2	6	2	-1
CC1(C)O[C@@H]2C[C@H]3[C@@H]4CCC5=CC(=O)CC[C@]5(C)[C@@]4(F)[C@@H](O)C[C@]3(C)[C@]2(C(=O)CCl)O1	-4	16	-2	-7	-13	8	-14	5
COc1ccccc1N1C(=O)CC(Sc2nccc(C)n2)C1=O (centres undefined)	-4	-13	8	-13	10	1	12	-3
COc1ccc(OC)c(/C=C2\Oc3cc(OCC(=O)N4CCC[C@H]4C(=O)O)ccc3C2=O)c1	-1	-1	-37	-4	-14	1	-43	-4
O=C(/C=C/c1ccccc1)c1c[nH]c2ccccc12	6	-79	-10	10	-37	16	-11	0
CC(=O)c1ccccc1NC(=O)C1CCCN(C(=O)c2ccc(Cl)cc2)C1 (centres undefined)	10	nt	15	-1	2	6	-1	-4
COc1ccc(Oc2nc3c(c(=O)n(C)c(=O)n3C)n2C)cc1	-4	-1	-3	-11	-8	-4	0	-3
CC(C)C1N(C(=O)N(C)C)CCN1S(=O)(=O)c1ccccc1 (centres undefined)	3	-28	0	-3	10	7	-2	-3
CCOC(=O)N1CCN(C(=O)c2ccc(Cl)c(S(=O)(=O)N3CCOCC3)c2)CC1	2	1	-11	3	7	-10	-5	3
COc1cc(C(=O)Nc2c(C(=O)N3CCOCC3)oc3ccccc23)cc(OC)c1OC	0	10	2	4	25	-3	-14	0
O=C(O)CSc1ncnc2c1oc1ccccc12	3	-6	-8	5	11	16	-3	-4
O=C(Cc1ccccc1)N1CCN(S(=O)(=O)c2ccc([N+](=O)[O-])cc2)CC1	-16	6	6	-5	-20	-16	4	2
C[C@H](NC(=O)c1ccco1)C(=O)OCC(=O)N1CC(=O)Nc2ccccc21	-6	-18	3	2	8	5	3	-3
Cc1cccc(-c2cc3nc4c(c(N5CCOCC5)n3n2)CCCC4)c1	8	-79	3	34	14	21	25	2
Cc1cc(C)nc(-n2ncc3c2CCCC3=O)n1	5	2	4	1	15	-2	-2	-3
COc1ccc(CNC(=O)Cc2csc(NC(=O)Nc3ccccc3OC)n2)cc1	3	-4	7	11	3	15	-25	4
O=C1c2ccccc2-c2cccc(C(=O)N3CCN(C(=O)c4ccccc4)CC3)c21	-3	2	1	-3	9	4	-3	-4
CC1=NN(C(=O)c2cccc(Cn3nc(C)c([N+](=O)[O-])c3C)c2)C(O)(C(F)(F)F)C1 (centres undefined)	7	-3	8	14	0	4	-6	-4
Cc1ccccc1NC(=O)COC(=O)COc1ccc2c(c1)CCC2	-7	-2	4	-9	10	4	-10	-4
O=C1O/C(=C/c2ccccc2)N=C1c1ccccc1	5	1	-2	-1	8	12	-1	0
COc1c2c(nc3occc13)C(CC=C(C)C)(OC)C(OC(C)=O)CC2 (centres undefined)	3	0	5	-1	2	6	-14	-3
Cc1nc(C)c(NC(=O)N2CCc3ccccc32)cc1NC(=O)N1CCc2ccccc21	-17	8	10	4	24	14	-3	1
Clc1cccc(Cl)c1Cn1ccc(C2CC2)n1	-2	-47	11	2	1	7	13	-5
COc1ccc(S(=O)(=O)N2CCC(C(=O)NCCc3ccccc3)CC2)cc1	-3	-5	-6	-2	-9	-6	7	1
COc1ccc2c(c1)c(C(O)CN1CCN(Cc3ccc4c(c3)OCO4)CC1)c(C)n2C (centres undefined)	8	-2	12	10	2	-8	-16	-3
CC(=O)c1sc(NC(=O)C2CC(=O)N(Cc3ccccc3)C2)nc1-c1ccccc1 (centres undefined)	3	-6	-3	4	-40	20	-14	-3
Cc1ccc(S(=O)(=O)CCC(=O)OCC(=O)N2CCN(c3ccccc3)CC2)cc1	1	-3	4	-5	-6	10	8	-4
OCC1(CCOc2ccccc2)CCN(Cc2cn[nH]c2-c2ccccc2)CC1	8	10	2	2	-3	-3	20	-5
CCN(CC)CCCN(C(=O)c1ccc(F)cc1)c1nc(-c2ccc(OC)cc2)cs1	7	34	17	3	19	20	-3	-4
Cc1ccc(N2C(=O)C3C4C=CC(CNC(=S)Nc5ccc(Cl)cc5)(O4)C3C2=O)cc1 (centres undefined)	-9	2	-7	-17	-2	5	-10	3
CC(=O)Nc1nc(COc2ccc3ccccc3c2)cs1	-5	-71	-6	13	-8	-13	-12	-1
CSc1nc2cc(C)nn2c(-c2ccccc2Cl)c1C#N	2	-49	42	4	5	9	1	0
CCN1CCN(C(=S)NC(=O)c2cccs2)CC1	-3	0	1	-5	19	14	-4	0
COc1ccc(N(CC(=O)Nc2ccc(C)cn2)S(=O)(=O)c2c(C)noc2C)cc1	1	12	1	7	17	-3	-10	-4
O=C(O)c1ccc(CSc2ccccn2)cc1	1	-1	1	-7	-32	-18	-1	-3
CCOC(=O)c1nn(-c2ccc(Cl)cc2)c(C)cc1=O	-3	-6	3	-4	8	6	-11	-3
